Screens from PubChem.
STAT1 inh: STAT1 signaling inhibition; NIH 3T3 STAT1-luciferase reporter, IFN-gamma, luminescence; inhibition, % at 5.5 µM; actives 0.35% (n = 200,000); AID 920;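 active = inhibition above a set limit, the mean inhibition across all tested compounds plus 3 SD, cut at about 34% in these data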;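 also: 0% = IFN-gamma with DMSO and 100% = IFN-gamma with 300 µM nifuroxazide; values of inactives mirror those of a sister screen read the other way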
Hsp70 activator: switches on Hsp70 transcription; HeLa Hsp70 promoter luciferase reporter, luminescence; scaled: vehicle 0, proteasome-inhibitor control 100%; activation, % at 10 µM; actives 0.04% (n = 200,000);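 active = activation above the mean across all tested compounds plus 3 SD, cutoff set per campaign, cut at about 5.5% in these data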;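 also: 100% = MG132 at 30 µM as the positive control and 0% = DMSO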
Diaph inh CS: diaphorase inhibition or chemical oxidation counter-screen; actives 0.69% (n = 190,000); diaphorase resazurin-to-resorufin fluorescence, NADH, 16 min; bacterial (C. kluyveri) enzyme, not human; inhibition, % at 20 µM;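 active = primary screen inhibition at 20 µM above a set limit, cut at about 50% in these data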;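 also: plate controls were DMSO with full reaction for no effect and wells lacking NADH for full effect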
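System: Bacterial diaphorase enzyme (C. kluyveri) | Incubation: 16-min room-temperature incubation before reading | Benchmarks: No-NADH positive control and DMSO neutral control | Measured by: Resorufin fluorescence 544/590 nm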
STAT1 activator: activators of IFN-gamma induced STAT1 signaling; activation (% of control), % at 5.5 µM; NIH 3T3 STAT1-luciferase reporter, luminescence; 100% = IFN-gamma alone, no compound; actives 2.6% (n = 200,000);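 active = activation above the screen-wide mean activation plus 3 SD, cut at about 130% in these data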;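 also: raw ratio to IFN-gamma control signal so 100% means no change and 0% no light; values of inactives mirror those of a sister screen read the other way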
STAT3 act: activators of IL-6 induced STAT3 signaling; activation (% of control), % at 5.6 µM; AID 871; U3A cells, IL-6 STAT3-luciferase reporter, luminescence; 100% = signal with IL-6 EC80 alone; actives 0.91% (n = 190,000);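 active = activation above the screen-wide mean of compound activation plus 3 SD, cut at about 130% in these data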;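 also: 0% = background luminescence of wells with medium and substrate only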
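Material: human STAT1-deficient U3A cells with stable STAT3-luciferase reporter / Probe or stimulus: IL-6 stimulus at 33 ng/mL final / Schedule: 1 h compound pre-exposure, 6 h IL-6 stimulation, 37 °C / Technique: luminescence / Read-out basis: percent of IL-6-only median luminescence / Control set: IL-6-only high control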
TLR4 MyD88 comp: blocks binding of human TLR4 to MyD88. HeLa CL3-4 TLR4/MyD88 BLA complementation, FRET ratio. O00206+Q99836. inhibition, % at 8.4 µM. actives 0.18% (n = 200,000). AID 861; in the data active = inhibition above about 25%;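 also: 0% = vehicle and 100% = reference inhibitor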
Target sequence (O00206 whole entry, looked up): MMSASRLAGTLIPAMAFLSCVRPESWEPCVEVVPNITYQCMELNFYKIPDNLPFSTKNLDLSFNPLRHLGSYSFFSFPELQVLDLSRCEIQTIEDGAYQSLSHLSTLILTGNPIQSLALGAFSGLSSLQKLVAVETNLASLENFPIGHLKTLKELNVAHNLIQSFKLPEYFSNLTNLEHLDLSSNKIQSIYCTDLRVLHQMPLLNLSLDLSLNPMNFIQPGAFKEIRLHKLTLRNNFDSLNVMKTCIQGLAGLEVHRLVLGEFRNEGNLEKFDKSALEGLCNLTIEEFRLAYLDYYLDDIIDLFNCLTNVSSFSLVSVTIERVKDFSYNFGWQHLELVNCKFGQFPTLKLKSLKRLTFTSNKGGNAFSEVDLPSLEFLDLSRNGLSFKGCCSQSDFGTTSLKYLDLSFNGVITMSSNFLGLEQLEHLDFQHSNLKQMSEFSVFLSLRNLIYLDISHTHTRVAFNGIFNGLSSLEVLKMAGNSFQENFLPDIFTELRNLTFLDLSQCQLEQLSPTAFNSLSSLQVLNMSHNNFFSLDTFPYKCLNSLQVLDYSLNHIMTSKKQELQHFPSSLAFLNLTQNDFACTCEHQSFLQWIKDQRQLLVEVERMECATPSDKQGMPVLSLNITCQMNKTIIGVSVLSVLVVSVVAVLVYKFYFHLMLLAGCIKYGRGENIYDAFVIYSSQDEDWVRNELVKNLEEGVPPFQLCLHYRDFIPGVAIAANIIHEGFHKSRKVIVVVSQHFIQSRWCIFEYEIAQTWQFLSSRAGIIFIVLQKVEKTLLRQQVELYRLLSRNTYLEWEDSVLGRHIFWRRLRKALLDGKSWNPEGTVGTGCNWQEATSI
Target sequence (Q99836 whole entry, looked up): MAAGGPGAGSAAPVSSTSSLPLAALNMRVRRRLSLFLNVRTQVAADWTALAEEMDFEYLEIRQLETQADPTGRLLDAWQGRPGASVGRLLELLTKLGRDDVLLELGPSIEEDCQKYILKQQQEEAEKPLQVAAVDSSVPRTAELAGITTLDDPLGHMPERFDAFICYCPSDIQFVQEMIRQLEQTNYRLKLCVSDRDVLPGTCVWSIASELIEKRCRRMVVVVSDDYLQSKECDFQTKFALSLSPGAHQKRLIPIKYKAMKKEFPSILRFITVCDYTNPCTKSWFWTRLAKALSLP
APP 5UTR inh: APP translation inhibition; actives 0.82% (n = 190,000); SH-SY5Y APP 5'UTR-luciferase reporter, luminescence; inhibition, % at 2 µM;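 active = inhibition above a set limit, derived from the sample mean plus 3 SD, cut at about 45% in these data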; also: values of inactives mirror those of a sister screen read the other way
G6PDH CS: counter-screen for G6PDH assay hits: L. mesenteroides G6PDH inhibition; Purified L. mesenteroides G6PDH, diaphorase/resazurin coupled fluorescence, 45 min; inhibition, % at 5 µM; actives 0.12% (n = 200,000); in the data active = inhibition above about 50%
STAT3 inh: inhibitors of IL-6 induced STAT3 signaling; U3A cells, IL-6 STAT3-luciferase reporter, luminescence; host cell line lacks STAT1; inhibition, % at 5.5 µM; actives 0.89% (n = 190,000); AID 862;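 active = inhibition above the mean inhibition across all screened compounds plus 3 SD, cut at about 44% in these data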;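 also: 0% = DMSO only wells and 100% = 100 µM nifuroxazide control wells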
Diaph act CS: counter-screen for diaphorase-based assays: diaphorase activators and chemical reducers; Diaphorase/resazurin coupled assay, resorufin fluorescence, 16 min; stronger effect = higher value; 1 = vehicle wells, 0 = NADH-free wells; activation factor at 20 µM; actives 0.005% (n = 190,000);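 active = diaphorase activity raised at least twofold by the compound at 20 µM; inactive = activation factor below 2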
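test system = bacterial diaphorase enzyme (C. kluyveri) | quantity = enzyme 0.07 U/mL final | reagent = NADH substrate 0.114 mM plus resazurin dye 0.1 mM, final | incubation = 16 min enzyme reaction, ambient temperature | buffer or medium = HEPES pH 7.4 buffer with MgCl2 and Tween 20 | signal = fluorescence of resorufin, 544 nm excitation, 590 nm emission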
Starred values were filed as active, the others as inactive; x = no result given.

SMILES	STAT1 inh	Hsp70 activator	Diaph inh CS	STAT1 activator	STAT3 act	TLR4 MyD88 comp	APP 5UTR inh	G6PDH CS	STAT3 inh	Diaph act CS
O=C1CC(c2ccccc2)CC(O)=C1C=NCCCO (configuration not stated)	-8	0.1	19	108	99	4	1	4	10	0.8
COc1ccccc1CC(Cc1nc2ccccc2[nH]1)c1nc2ccccc2[nH]1 (configuration not stated)	2	-0.2	10	96	104	3	19	20	-1	0.9
CN(C)CC(C)(C)CNS(=O)(=O)CC12CCC(CC1=O)C2(C)C (configuration not stated)	-5	-0.2	10	105	100	-8	5	0	1	0.9
CCC(Sc1nc2n[nH]c(C)c2c(=N)n1-c1cc(Cl)ccc1C)C(=O)N1CCOCC1 (configuration not stated)	0	-0.3	1	99	91	-4	-9	3	16	1
CC(=O)N(CC(C)(C)CC=C(C)C)c1ccccc1	-6	-0.4	-13	104	104	-4	42	7	2	1.1
COc1ccccc1-n1c(=O)[nH]c2c(C(N)=O)nc(C3CCCCC3)nc21	-5	-0.2	17	104	114	-13	-5	-6	-12	0.8
Cc1ccccc1OCC(=O)N/N=C1\SCC(=O)N1Cc1ccccc1	5	-0.3	0	96	103	-2	4	8	-4	1
Cc1cccc(NC(=O)CS(=O)(=O)c2cn(CC(=O)N3CCOCC3)c3ccccc23)c1	0	0.2	10	99	98	-2	0	9	14	0.9
O=C(CSc1nnc(-c2n[nH]c3ccccc23)n1-c1ccccc1)Nc1ccccc1Cl	9	-0.1	15	92	103	-4	-9	-6	-5	0.8
Cc1c(Cl)cccc1NC(=S)Nn1cnnc1	8	-0.2	8	92	102	4	6	-6	4	0.9
COc1ccccc1NC(=O)N1CCCC1C(=O)Nc1ccc(NC(C)=O)cc1 (configuration not stated)	8	-0.2	2	92	101	1	4	1	3	1
O=C(Nc1ccc(Cl)cc1)NC1CCCC1Cc1ccco1 (configuration not stated)	2	0.0	11	98	93	6	-4	20	10	0.9
CS(=O)(=O)N(CC(=O)Nc1ccc2c(c1)OCO2)c1ccc2c(c1)OCO2	2	-0.4	17	95	104	0	x	3	-5	0.8
NC(=O)c1nsc(C(=O)N(CC(=O)NCc2ccc3c(c2)OCO3)C2CCCCC2)c1N	1	-0.2	19	99	110	5	-9	-2	-8	0.8
Cc1c(Br)c([N+](=O)[O-])nn1CC(=O)c1ccccc1	-4	-0.2	15	102	92	-6	-3	8	11	0.8
O=C(NNC(=O)C1[C@H]2CCCC[C@@H]12)NC1CCCCC1 (some centres not stated)	-10	-0.4	4	109	104	-7	4	13	-1	1
N#CC1=C(N)Oc2c(oc(CO)cc2=O)C1c1cccs1 (configuration not stated)	1	-0.3	24	99	102	3	4	5	0	0.8
COC(=O)c1cc(-c2c(C)oc3cc(O)ccc3c2=O)c(C)o1	9	-0.3	1	92	96	8	-11	8	9	1
Cc1ccc(C(=O)N/C(=C/c2cccnc2)C(=O)O)cc1	1	-0.3	2	99	101	3	5	10	0	1
COc1cc(-n2c3nc4ccccc4nc3c3c(=O)n(Cc4ccco4)cnc32)cc(OC)c1OC	-1	0.2	x	101	94	-8	6	x	10	x
CCNc1nc(NCC)n2c(SCC(=O)c3ccccc3Cl)nnc2n1	-2	-0.2	14	102	94	-2	-13	2	14	0.9
CC(=O)c1ccc(NC(=S)NC(C)c2ccc(Cl)cc2Cl)cc1 (configuration not stated)	1	0.1	21	98	81	-5	8	0	26	0.8
CC1=CCC2C(=O)N(c3ccc(C(=O)N4CCCCCC4)cc3)C(=O)C2C1 (configuration not stated)	6	-0.4	7	95	108	-8	0	5	-2	0.9
CSc1ccc(CN2C(=O)NC3(CCCCCCC3)C2=O)cc1	3	-0.2	21	95	102	-5	-9	4	6	0.8
COc1cc(NC(=S)NC(C)=O)ccc1NC(=O)C(C)C	-17	-0.6	15	116	103	-3	-10	0	4	0.9

An excerpt of these results, with values under each structure.
Order of results – STAT1 inh	Hsp70 activator	Diaph inh CS	STAT1 activator	STAT3 act	TLR4 MyD88 comp	APP 5UTR inh	G6PDH CS	STAT3 inh	Diaph act CS
N#CC1=C(N)Oc2c(oc(CO)cc2=O)C1c1cccs1 (configuration not stated)
→ 1	-0.3	24	99	102	3	4	5	0	0.8
CS(=O)(=O)N(CC(=O)Nc1ccc2c(c1)OCO2)c1ccc2c(c1)OCO2
→ 2	-0.4	17	95	104	0	x	3	-5	0.8
CN(C)CC(C)(C)CNS(=O)(=O)CC12CCC(CC1=O)C2(C)C (configuration not stated)
→ -5	-0.2	10	105	100	-8	5	0	1	0.9
Cc1c(Cl)cccc1NC(=S)Nn1cnnc1
→ 8	-0.2	8	92	102	4	6	-6	4	0.9

Other entries follow:
SMILES	STAT1 inh	Hsp70 activator	Diaph inh CS	STAT1 activator	STAT3 act	TLR4 MyD88 comp	APP 5UTR inh	G6PDH CS	STAT3 inh	Diaph act CS
NS(=O)(=O)c1ccc(NC(=S)NCc2ccccc2Cl)cc1	25	-0.2	8	77	92	-5	-6	-2	12	0.9
COc1ccc(OCCCC(=O)Nc2nnc(C3CCCO3)s2)cc1 (configuration not stated)	-1	-0.2	10	102	103	7	6	-4	1	0.9
NC(=O)CC[C@@H]1NC(=O)[C@H](Cc2ccccc2)NC(=O)[C@H](Cc2ccc(O)cc2)NC(=O)[C@@H](N)CSSC[C@@H](C(=O)N2CCC[C@H]2C(=O)N[C@@H](CCCN=C(N)N)C(=O)NCC(N)=O)NC(=O)[C@H](CC(N)=O)NC1=O	-2	-0.3	6	101	101	4	-2	-2	10	0.9
CCOC(=O)/C(C(=O)Nc1ccccc1Cl)=C1/NC(C)(C)Cc2ccccc21	-8	0.5	14	107	89	-8	-11	-3	17	0.9
CCOC(=O)N1CCN(C(=O)CCSc2ccc(Cl)cc2)CC1	-5	0.0	11	106	106	17	-11	14	-4	0.9
CNS(=O)(=O)c1cccc(C(=O)OCC(=O)N2CCc3ccccc3C2)c1	-4	-0.4	4	107	104	-3	-4	12	-4	1
Cc1ccc(-c2nnc(N3CCN(S(C)(=O)=O)CC3)c3ccccc23)cc1	10	0.0	-7	91	99	8	1	-8	5	1.1
O=C(Oc1ccc2c3c(c(=O)oc2c1)CCC3)c1ccco1	-1	0.1	15	101	89	8	2	-2	14	0.9
Cc1cc(SC(C)C(=O)Nc2ncc(Cl)cc2Cl)nc2ccccc12 (configuration not stated)	-4	-0.6	50	103	103	-11	1	2	0	0.5
O=C(Cc1ccccc1)Nc1c(C(=O)N2CCCCCC2)cnn1-c1ccccc1	10	0.1	9	90	101	6	-3	4	0	0.9
Cc1nc(CS(=O)(=O)c2ccccc2)cc(Sc2ccccc2Cl)n1	-10	-0.3	22	109	109	4	-5	20	-8	0.8
CCC(C)Sc1nnc(Cc2cc(=O)[nH]c(=O)[nH]2)n1-c1ccc(F)cc1 (configuration not stated)	2	0.6	-7	99	96	-2	x	4	13	1.1
CCC(=O)NC(c1ccccc1)c1nc2ccccc2[nH]1 (configuration not stated)	0	-0.2	0	102	103	0	6	11	0	1
Cc1cccc(NCC(O)Cn2cnc3c2c(=O)n(C)c(=O)n3C)c1 (configuration not stated)	11	0.0	29	90	79	-3	-13	-1	29	0.7
Cc1ccc(N2CC(C(=O)Nc3ccc(S(=O)(=O)N4CCCC4)cc3)CC2=O)cc1 (configuration not stated)	4	-0.4	20	96	100	-18	-16	-4	4	0.8
O=C1CNC(=O)N1CC(O)Cn1c2ccccc2c2ccccc21 (configuration not stated)	-8	0.0	13	104	106	4	3	-4	-2	0.9
Cc1ccc(Oc2nnc(-c3cccs3)c3ccccc23)cc1	0	-0.4	-8	100	106	1	5	-2	-3	1.1
Cc1ccc(S(=O)(=O)N2CCC(c3nc4c(nnn4Cc4ccccc4)c(=O)[nH]3)CC2)cc1	7	-0.3	40	93	102	3	-17	9	3	0.6
COc1ccc(OC)c(N(CC(=O)O)S(=O)(=O)c2ccc(OC)c(OC)c2)c1	-9	0.0	9	110	104	10	-32	7	2	0.9
Cc1cccc(NC(=O)CN(C)S(=O)(=O)c2cccc3cccnc23)c1	6	-0.1	8	95	98	1	12	3	10	0.9
C=C(C)C1CC=C(C)/C(=N\NC(=S)Nc2ccc(C)cc2)C1 (configuration not stated)	-19	-0.5	66*	117	101	-5	-2	5	-3	0.3
CCN(CC)Cc1cc(NC2=NS(=O)(=O)c3ccccc32)ccc1OC(=O)c1ccccc1	-3	0.6	11	103	89	-2	10	-9	15	0.9
COc1ccc(CCn2c(N3CCN(C)CC3)nc3c2c(=O)[nH]c(=O)n3C)cc1	-2	-0.4	13	102	102	-6	3	0	6	0.9
CCOC(=O)C1=C(CN2CCN(CCC#N)CC2)NC(=O)NC1c1ccc2c(c1)OCO2 (configuration not stated)	11	0.0	5	88	99	-2	-15	13	12	1
CCN(CC)C(=O)CSc1ncnc2c1nnn2-c1ccc(F)cc1	-7	0.1	9	106	92	-12	7	1	10	0.9
Cc1cc(C(=O)COC(=O)C(C)NC(N)=O)c(C)n1Cc1ccco1 (configuration not stated)	-7	-0.1	7	106	98	-5	-9	7	2	0.9

Compounds above containing a cyano group, in the order listed:
SMILES	STAT1 inh	Hsp70 activator	Diaph inh CS	STAT1 activator	STAT3 act	TLR4 MyD88 comp	APP 5UTR inh	G6PDH CS	STAT3 inh	Diaph act CS
N#CC1=C(N)Oc2c(oc(CO)cc2=O)C1c1cccs1 (configuration not stated)	1	-0.3	24	99	102	3	4	5	0	0.8
CCOC(=O)C1=C(CN2CCN(CCC#N)CC2)NC(=O)NC1c1ccc2c(c1)OCO2 (configuration not stated)	11	0.0	5	88	99	-2	-15	13	12	1
